High-throughput results as filed in PubChem BioAssay.
EBI2 block: blocks human EBI2 receptor beta-arrestin signaling | P32249 | EBI2 beta-arrestin recruitment, luminescence, 7a,25-OHC stimulated | inhibition, % at 5 µM | 360,000 compounds, 0.81% hits; in the data active means inhibition above about 38%;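 further: enzyme fragment complementation signal reports receptor beta-arrestin coupling in cells; 0% = agonist plus DMSO wells and 100% = wells without agonist; some results beyond the cut were filed as inactive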
Jurkat NFkB inh: inhibitors of the PMA/ionomycin-induced NF-kB reporter in Jurkat cells; PMA/ionomycin-induced NF-kB luciferase reporter, luminescence; inhibition, % at 4 µM; 330,000 compounds, 0.53% hits; AID 435003; in the data active means inhibition above about 50%
697 NFkB inh: inhibitors of the PMA/ionomycin-induced NF-kB reporter in 697 B cells | 697 B-cell NF-kB luciferase reporter, 16 h | inhibition, % at 4 µM | 330,000 compounds, 0.33% hits | AID 435022; in the data active means inhibition above about 35%
Gli-Sufu block: antagonists of Gli-Sufu signaling; Sufu-KO-LIGHT fibroblasts, Gli luciferase reporter luminescence; inhibition, % at 5 µM; 340,000 compounds, 0.74% hits; AID 588413;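 active means inhibition above about 55%, limit read from the data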;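 further: 0% = DMSO-treated cells and 100% = wells with medium but no cells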
UBC13 polyUb: human UBC13 polyubiquitination inhibition | UBC13 polyubiquitin chain formation, TR-FRET | inhibition, % at 20 µM | 330,000 compounds, 0.47% hits | AID 485273; in the data active means inhibition above about 45%, passing the limit was not always enough; inconclusive means no clear call, values can overlap the other calls
Target sequence (P61088 whole entry, looked up): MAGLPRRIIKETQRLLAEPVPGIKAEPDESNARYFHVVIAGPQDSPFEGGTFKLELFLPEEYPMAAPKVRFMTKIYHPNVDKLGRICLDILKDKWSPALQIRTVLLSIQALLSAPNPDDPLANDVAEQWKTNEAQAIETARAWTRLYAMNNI
APJ antagonist: APJ receptor antagonism; P35414; CHO-K1 APJ beta-arrestin complementation, luminescence; inhibition, % at 20 µM; 330,000 compounds, 0.32% hits;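 active means inhibition above about 40% at 20 µM, limit read from the data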;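 further: cells challenged with 10 nM apelin-13 agonist together with compound; plate controls were apelin-13 plus DMSO wells for no effect and DMSO wells lacking apelin-13 for full effect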
Target sequence (P35414 whole entry, looked up): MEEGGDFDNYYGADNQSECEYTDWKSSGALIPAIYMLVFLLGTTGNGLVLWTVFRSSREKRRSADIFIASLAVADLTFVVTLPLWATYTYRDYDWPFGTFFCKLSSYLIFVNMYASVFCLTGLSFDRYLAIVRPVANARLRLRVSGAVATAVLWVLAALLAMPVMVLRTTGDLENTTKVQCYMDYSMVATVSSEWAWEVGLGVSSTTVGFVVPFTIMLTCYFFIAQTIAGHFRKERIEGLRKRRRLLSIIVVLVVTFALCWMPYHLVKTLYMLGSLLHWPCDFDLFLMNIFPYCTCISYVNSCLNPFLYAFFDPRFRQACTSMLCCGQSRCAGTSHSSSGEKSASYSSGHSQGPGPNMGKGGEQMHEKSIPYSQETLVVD
CXCR6 block: inhibitors of human CXCR6 receptor | CHO-K1 PathHunter CXCR6 beta-arrestin, luminescence | inhibition, % at 20 µM | 360,000 compounds, 0.36% hits | AID 602244; in the data active means inhibition above about 34%, passing the limit was not always enough;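 further: antagonist mode with CXCL16 agonist at 10 nM final; 0% = 10 nM CXCL16 with DMSO and 100% = unstimulated wells without agonist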
CCR6 antag: CCR6 (human) receptor antagonism; CHO-K1 CCR6 PathHunter beta-arrestin, luminescence, CCL20-stimulated; inhibition, % at 20 µM; 340,000 compounds, 0.49% hits;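 active means compounds whose inhibition of the agonist-driven luminescence signal at 20 µM reaches about 50%, limit read from the data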;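 further: cells stimulated with CCL20 at 14 nM final; plate controls were DMSO with CCL20 for no effect and DMSO without agonist for full effect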
Target sequence (P51684 whole entry, looked up): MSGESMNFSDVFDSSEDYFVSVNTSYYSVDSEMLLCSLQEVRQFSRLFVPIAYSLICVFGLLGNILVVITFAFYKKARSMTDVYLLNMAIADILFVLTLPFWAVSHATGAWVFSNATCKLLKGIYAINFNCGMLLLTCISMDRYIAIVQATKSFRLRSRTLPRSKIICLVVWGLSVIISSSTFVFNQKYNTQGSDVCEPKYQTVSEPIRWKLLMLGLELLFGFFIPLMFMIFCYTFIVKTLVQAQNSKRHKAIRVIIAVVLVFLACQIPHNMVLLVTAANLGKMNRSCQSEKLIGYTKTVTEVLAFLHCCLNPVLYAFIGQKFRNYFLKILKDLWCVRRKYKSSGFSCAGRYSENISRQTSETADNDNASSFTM
Active calls of the source: *; u = inconclusive; x = not tested or not shown.

SMILES	EBI2 block	Jurkat NFkB inh	697 NFkB inh	Gli-Sufu block	UBC13 polyUb	APJ antagonist	CXCR6 block	CCR6 antag
CC(=O)c1ccc(S(=O)(=O)Nc2cccc(-c3ccc4nncn4n3)c2)cc1	-3	-5	0	-7	1	-9	-6	0
CN1CCCN(C(=O)c2cccc(Br)c2)CC1	-1	9	-5	6	-4	-11	-9	0
COc1ccc(NS(=O)(=O)c2ccc(N3CCOCC3)c(NC(=O)c3ccc(F)cc3)c2)cc1	-7	20	-12	20	9	-3	-4	11
COc1ccccc1C(=O)NCCC(=O)N(C)Cc1cccnc1	-5	-2	2	-1	12	-1	0	12
O=C(c1c(Cl)cccc1Cl)N1CCN(c2ccccn2)CC1	-5	-24	-10	2	-4	10	5	9
O=C(NN=c1c(=O)c2ccccc2c1=O)c1ccccc1	1	-26	17	7	-56	-3	5	24
CCOc1cc(S(=O)(=O)NCc2cccs2)ccc1Cl	1	-3	0	0	-1	2	-7	-15
O=C(Nc1cnn(Cc2ccc(F)cc2)c1)c1cnccn1	-9	6	21	-1	7	14	10	-12
CCCCNCCCOc1cc(Cl)ccc1Cl	-3	11	24	-7	10	27	2	-9
CCc1nnc(NC(=O)c2cc(Cl)ccn2)s1	-3	-29	-113	-92	-14	27	11	16
Cc1cccn2c(=O)c(C=O)c(N3CCSCC3)nc12	1	-23	-23	-8	1	-3	-1	2
CC1(C)CC(=O)C(C=NCCN2CCN(C(=O)CCl)CC2)=C(O)C1	5	11	20	1	13	14	5	6
CC(=O)Nc1ccc(NC(=O)C2c3ccccc3Oc3ccccc32)cc1	4	0	-8	0	-10	-25	-6	-3
CC1(C)NC(=O)N(CC(=O)N2CCN(S(=O)(=O)c3cc(Cl)ccc3Cl)CC2)C1=O	-2	-3	11	-5	7	8	-6	-1
COc1ccccc1NC(=O)CC1CCCC1	16	-9	-12	-5	1	16	0	23
CC(=O)c1ccc(Oc2ncnc3sccc23)cc1	4	-33	-46	-64	13	7	-14	6
COC(=O)C1(CCSC)NC(c2ccc(O)cc2)C2C(=O)N(c3ccc4c(c3)OCCO4)C(=O)C21 (stereo not drawn)	-6	-5	11	-4	9	2	1	6
Cc1cc2ncn(CC(C)C)c2cc1C	-9	10	9	15	9	17	-14	6
COc1cc(C)ccc1OCc1cc(C(=O)N2CCN(C3CCCCC3)CC2)no1	1	-55	-94	7	1	21	3	5
O=C(COC(=O)C1CC(O)CN1C(=O)Oc1ccccc1)c1ccc(Br)cc1 (stereo not drawn)	4	5	4	-3	9	8	-3	7
COc1cccc(OCC(=O)NNC(=O)c2cccs2)c1	4	7	17	-1	-6	-2	2	13
CCCCOc1ccc(/C(O)=C2/C(=O)C(=O)N(CCN(C)C)C2c2ccc(O)c(OC)c2)cc1 (stereo not drawn)	-10	-1	25	-2	2	-4	0	-1
COc1ccc(NC(=O)Cn2c(C)cc(=O)c3cccc(OC)c32)cc1	-18	-4	8	1	3	-2	-1	4
O=[N+]([O-])c1ccc(S(=O)(=O)CC(CN2CCOCC2)N2CCOCC2)cc1 (stereo not drawn)	0	11	6	2	-11	-26	-10	-8
O=C(CN(Cc1cccs1)S(=O)(=O)c1ccc(S(=O)(=O)N2CCCCC2)cc1)Nc1ccccc1	10	-4	3	6	-7	7	1	19
Cc1ccc(Oc2ncc(CN3CCOCC3)s2)cc1	-2	-15	-12	-18	-4	15	-7	2
O=C(CSc1nc2c(c(=O)[nH]1)CCC2)Nc1cccc(F)c1	5	-4	2	24	9	2	-1	7
COc1ccc(S(=O)(=O)NCc2cc(=O)n(C)c(=O)n2C)cc1C	-3	-1	7	-3	-3	13	3	8
COC(=O)Cn1cc(C(=O)C(C)(C)C)c2ccccc21	-6	1	-4	1	-8	0	-10	1
COc1ccc(-c2n[nH]c3c2CN(C(=O)c2ccccc2)CC3)cc1	14	13	-8	1	3	-35	-1	4
Cc1ccc2c(c1)N(CC(=O)Nc1ncccc1C)C(=O)C(C(C)C)O2 (stereo not drawn)	0	-11	3	-1	-3	-12	-6	3
CCC(CO)n1cnnc1-c1ccncc1 (stereo not drawn)	-5	-11	-8	-1	-4	-8	5	-1
Cc1cccc(N2CCN(S(=O)(=O)c3ccc(S(=O)(=O)N4CCCC4)cc3)CC2)c1C	-7	-2	0	4	11	9	-4	13
COc1cccc(C(=O)N2CCN(c3ncccn3)CC2)c1	-3	0	2	3	1	-12	2	-26
CS(=O)(=O)/C(C#N)=C/c1cccn1S(=O)(=O)c1ccccc1	-1	x	x	4	x	x	-6	8
Cc1ccc(NC(=O)C(c2ccccc2)N2CCN(C(=O)c3ccco3)CC2)cc1Cl (stereo not drawn)	3	20	18	-9	2	4	8	4
Cc1ccc(NC(=S)N2CCC(C(=O)c3ccc(F)cc3)CC2)cc1C	5	x	x	13	x	x	-10	16
CC(C)(C)c1nnc(NC(=O)c2ccc3c(c2)OCO3)s1	-3	-120	-143	-26	2	23	-4	12
ONC(=Nc1ccccc1)C(=Nc1ccccc1)NO	10	-54	5	6	2	6	0	-5
CCCCNC(=O)C(CC)(ONc1ccccc1C(F)(F)F)c1ccccc1OC (stereo not drawn)	-15	4	20	-1	-6	-10	-7	-1
Cc1ccc(Cn2ncc(Cl)c(Cl)c2=O)cc1	8	7	7	10	22	-8	-2	-20
CN(Cc1ccccc1)C(=O)CN(C1CCCCC1)S(C)(=O)=O	-5	1	0	2	4	5	-25	0
CC(=O)CC[N+](C)(C)C	2	x	x	-2	x	x	5	24
COc1ccc(C(=O)Nc2ccccc2-c2nnn(CC(=O)N3CCOCC3)n2)cc1	1	11	6	-3	6	-7	-4	1
S=c1[nH]nc(-c2cccs2)n1/N=C/c1cn(-c2ccccc2)nc1-c1cccs1	6	-8	-97	-47	-22	0	19	11
Cc1ccc(Sc2ncccc2C(=O)NCC(c2ccc(F)cc2)N2CCOCC2)c(C)c1 (stereo not drawn)	8	7	-25	0	-3	4	-1	6
CCOCCCn1c(SCc2nc3sc(C(=O)O)c(C)c3c(=O)[nH]2)nnc1-c1ccc(Cl)cc1	8	5	12	12	5	-14	-7	4
COc1cccc(NC(=O)c2oc3ccccc3c2NC(=O)C(C)(C)C)c1	-47	-10	2	15	21	-18	0	1
CCOc1ccccc1NC(=O)CSc1nnc2c(CC)c(C)nc(N)n12	-4	-9	2	-2	3	10	6	5
Cc1nc2nc(SCc3ccccc3)[nH]n2c(=O)c1C	5	x	x	-2	x	x	1	9
CN(C)c1ccc(S(=O)(=O)N2CCCCC2)cc1NC(=O)CCNC(=O)c1ccco1	-10	1	14	-2	-2	2	-4	-1
CN1/C(=C\C(=O)CSc2nnc(N)s2)C(C)(C)c2ccccc21	-27	8	2	25	1	11	2	15
O=C(CCCCC(=O)Sc1ccccc1)Sc1ccccc1	10	x	x	8	x	x	4	-1
C[C@@H]1C[C@@H]2OC(=O)[C@]3(C)[C@H]2[C@@H](OC3(C)O)[C@]2(C)C(=O)C=C[C@H]12 (stereo partly drawn)	-3	10	-46	8	-7	-7	-2	-6
CC(=O)c1ccc(NC(=O)c2cccc(S(=O)(=O)N3CCN(C)CC3)c2)cc1	-6	-24	-17	-59	2	-8	0	0
CCN(CC)CCCNC(=S)N1CCC(c2nc3ccccc3[nH]2)CC1	-16	6	13	39	8	-11	-4	-10
CC(C)CNc1cc(Cl)c(S(=O)(=O)NCC(C)C)cc1C(=O)O	-22	-13	-16	-6	-11	-8	-10	-1
Nc1cc2nc3ccccc3oc-2cc1=O	-14	3	-2	2	-92	-125	-17	-4
c1ccc(CN2CCN(CCOCCOc3cccc4ccccc34)CC2)cc1	5	-5	9	14	14	-27	-8	5
Cc1cccc(C(=O)OC(C)C(=O)N2CCc3ccccc3C2)c1C (stereo not drawn)	0	-25	21	-1	3	13	11	16

The last 3 records of the section before open the next one:
SMILES	EBI2 block	Jurkat NFkB inh	697 NFkB inh	Gli-Sufu block	UBC13 polyUb	APJ antagonist	CXCR6 block	CCR6 antag
Nc1cc2nc3ccccc3oc-2cc1=O	-14	3	-2	2	-92	-125	-17	-4
c1ccc(CN2CCN(CCOCCOc3cccc4ccccc34)CC2)cc1	5	-5	9	14	14	-27	-8	5
Cc1cccc(C(=O)OC(C)C(=O)N2CCc3ccccc3C2)c1C (stereo not drawn)	0	-25	21	-1	3	13	11	16
CCNc1nc(NC(C)(C)C)nc(Oc2ccc(=O)n(-c3ccccc3)n2)n1	7	3	18	4	-3	-11	-11	4
O=C(COc1ccccc1F)NC12CC3CC(CC(C3)C1)C2	-6	-1	6	-4	-4	-6	-9	9
COc1ccc(CN(Cc2cccnc2)S(=O)(=O)c2ccc(-n3cnnn3)c(OC)c2)cc1	4	-2	-2	29	1	12	-5	3
CCNC(=O)c1ccc2c(c1)S(=O)(=O)c1ccccc1C2=O	2	-4	-11	-7	-12	-13	-2	4
Cc1ccc(C(=O)NC(=S)NCC(=O)c2ccccc2)cc1	2	-13	-22	-18	7	5	-2	0
CCOc1ccc(NC(=S)NC(=O)/C=C/c2ccco2)cc1	1	10	0	-3	1	9	-19	3
Clc1c(Cl)c(Cl)c2n[nH]nc2c1Cl	9	-10	12	9	-2	-7	-8	-15
CCc1nnc(NC(=O)C2CCCN2C(=O)Nc2ccc(Cl)cc2)s1 (stereo not drawn)	-3	1	0	-13	6	15	6	14
CCOC(=O)c1ccc(-c2c(-c3ccccc3OC)sc3cc4c(cc23)OCO4)cc1F	10	-28	-3	4	u	0	10	17
COc1cc(C(=O)OCC(=O)N2CCNC2=O)cc(Cl)c1OC	-7	15	6	-6	-1	-2	-6	-1
CCCCNc1c(-c2ccc(SC(C)CC)cc2)nc2cnccn12 (stereo not drawn)	-3	6	-59	-42	40	-33	-26	0
CC(C)(C)OC(=O)N(CCc1ccccc1)Cc1ccc(OCc2cccc(NC(=O)C3CCC3)c2)cc1	5	x	x	5	x	x	5	17
CCOC(=O)C1=C(C)N=c2s/c(=C\c3ccc(OCC(=O)O)cc3)c(=O)n2C1c1ccccc1OC (stereo not drawn)	1	-28	24	0	-22	2	2	14
CCN(CC)/C(Sc1ccccc1)=C(/C(Cl)=C(Cl)Cl)[N+](=O)[O-]	7	-2	-1	28	-9	18	6	14
O=C(Nc1cccs1)Nc1c(F)cc(F)cc1Br	-10	6	-2	8	-6	-2	0	4
O=C(NCCc1ccc(Cl)cc1)C1CCN(S(=O)(=O)c2ccc(Br)s2)CC1	51*	13	20	-3	18	3	-3	11
O=C(Cn1cnc2ccccc21)OCC(=O)N1CCCCC1	-1	-1	-10	-2	-10	6	7	2
Cc1ccc(NC(=O)CCn2cccc2)cc1Cl	-1	0	13	4	4	-4	-26	1
COc1ccc(CN2CCCC(C(=O)c3ccc(Cl)cc3)C2)cc1Cn1cncn1 (stereo not drawn)	3	4	25	32	5	10	8	9
COc1ccc(NC(=O)N2c3ccc(OC)cc3C(C)=CC2(C)C)cc1	-34	-3	26	-6	5	-9	-20	-9

Reprinted from the part before: two entries, followed by the next part.
SMILES	EBI2 block	Jurkat NFkB inh	697 NFkB inh	Gli-Sufu block	UBC13 polyUb	APJ antagonist	CXCR6 block	CCR6 antag
COc1ccc(CN2CCCC(C(=O)c3ccc(Cl)cc3)C2)cc1Cn1cncn1 (stereo not drawn)	3	4	25	32	5	10	8	9
COc1ccc(NC(=O)N2c3ccc(OC)cc3C(C)=CC2(C)C)cc1	-34	-3	26	-6	5	-9	-20	-9
Cc1ccc(-c2nc(CS(=O)CC(=O)NCCN3CCOCC3)c(C)o2)cc1 (stereo not drawn)	-6	2	8	9	3	-5	3	-2
Cc1nn(-c2ccccc2)c(C)c1/C=N/NC(=O)c1cc(-c2ccccc2)n[nH]1	9	45	23	36	8	-10	12	14
N#Cc1ccc(Oc2cc(C(F)(F)F)nc(-c3ccccn3)n2)cc1	-5	-29	-54	4	-14	-27	9	10
O=C(NCCNC(=O)c1cc(OCC(F)(F)F)ccc1OCC(F)(F)F)Nc1ccc(OC(F)(F)F)cc1	19	-6	-9	1	-11	-6	-1	-11
Cc1ccc(C(=O)CSc2nnc3ccccn23)c(C)c1	7	-158	-131	-106	-13	3	1	4
